CHRM5 agonist: human M5 muscarinic receptor agonists, primary screen, CHO-K1 cells, Fluo-8 calcium fluorescence. CHO-K1 hM5 cells; 0% DMSO wells, 100% maximal acetylcholine response. activation, % at 3 µM. hit rate 0.19% among 360,000. Muscarinic acetylcholine receptor M5 (Homo sapiens), P08912;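 active = activation above the run's mean over test compounds plus 3 SD, cut at about 23% in these data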;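 also: signal is peak over basal fluorescence ratio across the kinetic read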
CHO-K1 Ca PAM: nonselective calcium activators in parental CHO-K1 cells, primary screen, counter-screen for M1 PAM project, cell-based, Fluo-8 calcium fluorescence, full deck, 1536-well; ATP EC20; 0% at ATP EC20, 100% at ATP max; activation, % at 3 µM; hit rate 0.02% among 360,000; AID 602247, 2012;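 active = activation above the run cutoff, the mean activation of all test compounds plus 3 SD, cut at about 40% in these data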;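 also: peak over basal fluorescence ratio in a 140 s read after ATP addition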
CRFR2-BP antag: antagonists of CRF-BP/CRF-R2 complex, primary screen, cell-based, HEK293, calcium dye fluorescence, uHTS. CRF-induced calcium fluorescence. inhibition, % at 11.8 µM. hit rate 0.59% among 350,000;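 active = inhibition of the ligand-induced calcium signal above about 50% at the single tested concentration, limit read from the data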
CHRM5 PAM: human M5 muscarinic receptor positive allosteric modulators, primary screen, CHO-K1 cells, Fluo-8 calcium fluorescence. Muscarinic acetylcholine receptor M5 (Homo sapiens), P08912. CHO-K1 hM5, ACh EC20 PAM; 0% = ACh EC20, 100% = ACh EC100. activation, % at 3 µM. hit rate 0.3% among 360,000;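 active = activation above the run cutoff, the mean activation of all test compounds plus 3 SD, cut at about 18% in these data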
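System: CHO-K1 cell line with stable human muscarinic M5 receptor expression | Also added: EC20 acetylcholine as agonist stimulus | Compound: One concentration, 3 µM final (nominal) | Timing: Fluo-8 loading 80 min at 37 °C plus 30 min room temperature | Measured by: Fluo-8 calcium dye fluorescence, kinetic read | Read-out basis: % activation, ACh-normalized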
TAAR1 antag: human TAAR1 antagonists, primary screen, Fluo-8 calcium fluorescence, CHO RD-HGA16 cells; hit rate 1.5% among 360,000; antagonist; Trace amine-associated receptor 1 (Homo sapiens), Q96RJ0; inhibition, % at 3 µM;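 active = inhibition above a per-plate cutoff, the mean inhibition of test compounds on that plate plus 3 SD, cut at about 49% in these data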;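 also: 0% = DMSO plus EC80 beta-PEA response and 100% = DMSO alone without agonist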
Target sequence (Q96RJ0 whole entry, looked up): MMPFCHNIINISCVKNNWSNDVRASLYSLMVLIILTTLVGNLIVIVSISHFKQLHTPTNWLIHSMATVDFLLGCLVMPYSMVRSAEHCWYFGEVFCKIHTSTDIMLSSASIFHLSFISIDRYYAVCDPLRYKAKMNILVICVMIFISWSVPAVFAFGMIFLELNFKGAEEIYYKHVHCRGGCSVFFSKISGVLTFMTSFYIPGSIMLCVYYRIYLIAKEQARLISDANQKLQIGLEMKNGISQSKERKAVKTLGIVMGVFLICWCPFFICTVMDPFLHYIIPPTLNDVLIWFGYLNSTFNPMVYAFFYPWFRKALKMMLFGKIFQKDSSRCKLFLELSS
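test system = CHO RD-HGA16 cells bearing hTAAR1 | replication = singlicate | controls = DMSO-only wells and EC80 β-PEA-stimulated wells | reagent = EC80 β-phenethylamine stimulus | read-out basis = percent inhibition of PEA-evoked calcium signal, max/basal emission ratio | schedule = seeding 17-24 h prior, 75-min 37 °C, 30-min RT dye loading | signal = kinetic Fluo-8 calcium fluorescence measurement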
CHRM5 antagonist: human M5 muscarinic receptor antagonists, primary screen, CHO cells, Fluo-8 calcium fluorescence. hit rate 0.59% among 360,000. Muscarinic acetylcholine receptor M5 (Homo sapiens), P08912. inhibition, % at 3 µM. CHO-hM5 cells, ACh EC80;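 active = inhibition above a per-plate cutoff, the mean of that plate's test compounds plus 3 SD, cut at about 27% in these data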;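 also: 0% = acetylcholine EC80 with DMSO and 100% = DMSO without agonist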
CRFR2-BP ag: agonists of CRF-BP/CRF-R2 complex, primary screen, cell-based, HEK293, calcium dye fluorescence, uHTS; CRF-binding protein / CRF receptor 2 complex (human); calcium dye fluorescence (FLIPR); percent of saturating CRF peptide response; activation, % at 13.2 µM; hit rate 0.46% among 350,000; AID 588473, 2011;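 active = activation of at least 50%, plus an integration ratio under a set limit after plate pattern correction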;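 also: plate controls were neutral control wells without compound for no effect and CRF at EC100 for full effect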
TAAR1 ag: human TAAR1 agonists, primary screen, Fluo-8 calcium fluorescence, CHO RD-HGA16 cells. Trace amine-associated receptor 1 (Homo sapiens), Q96RJ0. vehicle wells 0%, saturating PEA agonist 100%. activation, % at 3 µM. hit rate 0.99% among 360,000. AID 624467, 2012;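 active = activation above the mean activation of all test compounds in the run plus 3 SD, cut at about 38% in these data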
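Assay system: CHO-derived RD-HGA16 cells with stable Gα16 and human TAAR1; timing: 17-24 h seeding, 75 min 37 °C dye, 30 min RT; read-out: % activation from peak over basal fluorescence ratio, DMSO-to-PEA scaled; measured by: kinetic Fluo-8 calcium fluorescence; benchmarks: low control DMSO, high control PEA (EC100); doses: 3 µM single concentration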
M4 PAM: human M4 muscarinic receptor positive allosteric modulators, primary screen, CHO-K1 cells, Fluo-8 calcium fluorescence; Muscarinic acetylcholine receptor M4 (Homo sapiens), P08173; CHO-K1 hM4/Gqi5, ACh EC20; 0% = ACh EC20, 100% = maximal ACh; activation, % at 3 µM; hit rate 0.4% among 360,000; AID 624126, 2012;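 active = activation above its plate's cutoff, the mean activation of sample wells plus 3 SD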; also: some results filed as inactive read as strong as hits
Target sequence (P08173 whole entry, looked up): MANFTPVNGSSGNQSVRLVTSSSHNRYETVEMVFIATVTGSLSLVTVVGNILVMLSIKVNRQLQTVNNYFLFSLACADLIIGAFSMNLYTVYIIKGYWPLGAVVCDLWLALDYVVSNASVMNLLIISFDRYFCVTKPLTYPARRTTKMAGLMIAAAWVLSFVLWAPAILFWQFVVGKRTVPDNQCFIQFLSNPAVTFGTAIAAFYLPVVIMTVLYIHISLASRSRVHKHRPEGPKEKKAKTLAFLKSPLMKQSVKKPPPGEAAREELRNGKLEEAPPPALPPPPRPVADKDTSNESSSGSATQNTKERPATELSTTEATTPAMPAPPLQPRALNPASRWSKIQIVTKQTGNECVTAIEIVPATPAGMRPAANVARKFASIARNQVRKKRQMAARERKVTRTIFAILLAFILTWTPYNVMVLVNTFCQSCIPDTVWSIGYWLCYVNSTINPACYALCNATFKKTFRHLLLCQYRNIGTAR
An asterisk follows results filed as active; x = no result given.

SMILES	CHRM5 agonist	CHO-K1 Ca PAM	CRFR2-BP antag	CHRM5 PAM	TAAR1 antag	CHRM5 antagonist	CRFR2-BP ag	TAAR1 ag	M4 PAM
CC1(C(=O)Nc2ccc3c(c2)OCCO3)CN(S(C)(=O)=O)CC(=O)N1Cc1cccc(C(F)(F)F)c1 (stereo not given)	5	x	x	3	-10	-6	x	3	9
COc1ccc(Cn2cc(CN3CC(N4CCN(C)CC4)CS3(=O)=O)nn2)cc1 (stereo not given)	1	-11	x	-4	-25	0	x	4	13
O=C(Nc1ccc(Cl)cn1)c1ccc(COc2ccccc2Br)o1	-13	11	2	-8	18	1	4.0	5	3
N#C/C(=N\Nc1ccc(F)cc1)C(=O)C1CC1	8	5	11	-8	-21	8	6.2	8	-3
Cc1csc2nc(O)c(C(=O)NC3CCCCC3)c(=O)n12	0	-8	-3	-1	-10	-4	-1.4	2	5
CCCCCC(=O)Nc1nc(C)c(-c2csc(Nc3ccccc3OCC)n2)s1	2	11	-14	1	-13	-3	-0.1	1	7
CCN(CC)C(=O)c1sc(N2C(=O)Nc3ccccc3N2O)c(C(=O)OC)c1C	-1	-7	4	-1	16	4	0.0	4	-1
COc1cc(/C=C2/SC(=O)NC2=O)ccc1OC(=O)c1ccco1	-2	-10	15	-6	-10	15	-1.9	-1	-1
O=C(NCc1cccs1)c1cc(-c2ccccc2)nc2ccccc12	-3	15	16	-16	58*	19	-0.4	7	-17
COc1cccc(NC(=O)c2ccc3c(O)c(S(=O)(=O)c4ccccc4)c(=O)[nH]c3c2)c1	-1	6	-13	0	-5	3	0.6	3	-5
COc1ccccc1-n1c(C)nc2cc(C(=O)NCc3ccc4c(c3)OCO4)ccc21	-4	7	21	7	-2	-7	-1.4	0	1
CCCn1c(SCC(=O)NCc2ccc(F)cc2)n[nH]c1=O	2	-7	19	2	-3	4	-3.3	16	2
Cc1ncc([N+](=O)[O-])n1CC(=O)Nc1ccc(F)cc1F	-3	8	3	3	2	6	0.0	-1	-12
O=C(c1cnccn1)N1CCCC(N2CCN(c3cccc(Cl)c3)CC2)C1 (stereo not given)	-2	4	-3	-2	-8	8	0.4	2	-1
Cc1ccc(C(C)NC(=O)c2cc(C)oc2C)cc1 (stereo not given)	-2	10	-11	-1	1	-3	1.3	4	3
CN(Cc1ccccc1)S(=O)(=O)c1ccc2[nH]cc(C(=O)NCC3CCCO3)c(=O)c2c1 (stereo not given)	4	13	-10	-3	22	5	0.8	11	-4
Cc1ccc(CSCC(=O)N(C)CC(=O)Nc2cccc(F)c2)cc1	0	14	-7	0	10	5	2.4	2	0
Cc1cccc(OCC(=O)Nc2ccncc2)c1C	4	-1	-7	-18	-4	25	-0.1	5	0
O=S(=O)(Nc1cccc(-c2ccc3nncn3n2)c1)c1cccs1	0	11	-7	-4	9	2	3.1	6	-8
Cn1c(NC(=O)/C=C\c2ccccc2)cc(=O)n(C)c1=O	-1	14	0	-5	-1	5	-2.6	1	-5
O=C1NC(=O)C(=Cc2ccco2)S1	4	12	-2	9	4	7	-0.3	1	6
O=C(Nc1cccc(-c2cn3c(n2)SCC3)c1)c1ccc(Br)o1	1	18	4	-1	-23	6	0.3	2	-2
Cn1nc(-c2ccccc2)c(CSc2ccccc2Cl)c1Cl	-5	0	0	2	5	-6	5.0	7	6
CCOC(=O)C1CCN(Cc2ccc(F)cc2)CC1	-1	17	-4	4	-3	-7	-2.2	12	2
COc1cc(CNCCc2ccccc2)ccc1OCC(=O)NC(C)(C)C	-6	15	-9	0	-1	5	1.3	67*	-3

Three compounds out of the list above, ordered by their value in M4 PAM, largest number first:
compound | CHRM5 agonist | CRFR2-BP antag | CHRM5 antagonist | CRFR2-BP ag | M4 PAM
COc1ccc(Cn2cc(CN3CC(N4CCN(C)CC4)CS3(=O)=O)nn2)cc1 (stereo not given) | 1 | x | 0 | x | 13
Cn1c(NC(=O)/C=C\c2ccccc2)cc(=O)n(C)c1=O | -1 | 0 | 5 | -2.6 | -5
Cc1ncc([N+](=O)[O-])n1CC(=O)Nc1ccc(F)cc1F | -3 | 3 | 6 | 0.0 | -12

(cont.)
SMILES	CHRM5 agonist	CHO-K1 Ca PAM	CRFR2-BP antag	CHRM5 PAM	TAAR1 antag	CHRM5 antagonist	CRFR2-BP ag	TAAR1 ag	M4 PAM
COC(=O)CN(c1cc([N+](=O)[O-])ccc1OC)S(C)(=O)=O	-4	9	0	-5	-9	12	0.4	1	5
Cc1noc(C)c1S(=O)(=O)Nc1ccccc1N1CCOCC1	3	-21	-20	3	-15	10	1.1	2	0
C[C@@H]1O[C@@H](O[C@H]2[C@H](O[C@H]3C[C@]4(C)C(C[C@@H](O)C5C([C@]6(C)CC[C@@H](C(C)(C)O)O6)CC[C@]54C)[C@@]4(C)CC[C@H](O)C(C)(C)C34)O[C@H](CO)[C@@H](O)[C@@H]2O)[C@H](O)[C@H](O)[C@H]1O (stereo not given in full)	0	15	1	2	15	12	0.3	9	1
CCn1c(C)nc2cc(C(=O)OCCC(F)(F)F)ccc21	0	12	-12	3	12	-4	0.6	1	-4
COCCn1c(C)cc(/C=C2\NC(=S)N(C)C2=O)c1C	2	10	2	0	-17	-1	6.0	5	-4
CC(C)CCN=Cc1c(O)n(-c2ccccc2)c(=O)c2ccccc12	2	12	-21	-1	3	1	-2.9	4	6
COc1cc(NC(=O)C2CC(=O)N(Cc3ccco3)C2)c(OC)cc1Cl (stereo not given)	4	-11	-2	2	-12	7	-0.1	4	1
Cc1cccnc1Oc1ncccc1N	-4	3	0	-3	-35	13	0.9	0	-4
Cc1ccc(C)c(OCCNc2ccc([N+](=O)[O-])cn2)c1	-5	-5	-17	-9	24	7	-0.8	3	-6
COc1cc(/C=C/C(=O)Nc2nnc(C(C)(C)C)s2)cc(OC)c1OC	7	6	-8	-6	43	6	0.9	8	3
CC(C)(C)NS(=O)(=O)c1cc(C(=O)O)ccc1Cl	4	-5	2	4	2	-18	4.5	7	-9
O=C(NCc1ccc(N2CCCC2=O)cc1)Nc1ccccc1	3	11	25	-3	1	-1	-1.5	1	5
CCC(C(=O)N1CCN(c2ccccc2OC)CC1)c1ccccc1 (stereo not given)	-1	1	11	-7	-6	3	-2.4	0	-2
CCCCn1c(N)c(NCC(C)C)c(=O)[nH]c1=O	-1	5	-14	-2	-11	3	1.6	0	3
O=[N+]([O-])c1c(NCCO)cc(N2CCC3(CC2)OCCO3)c2nonc12	-2	-7	-4	-4	0	-1	-1.3	1	-3
CC(C)(C)NC(=O)CN(C(=O)CCC(=O)Nc1nccs1)c1ccc(F)cc1	-3	4	14	-5	-2	14	0.8	1	1
CSCCC(NS(=O)(=O)c1cccc(C(F)(F)F)c1)C(=O)N1CCN(C(=O)c2ccco2)CC1 (stereo not given)	2	-3	-3	1	6	-6	0.4	0	14
Cn1c(=O)[nH]c(=O)c2c1nc(CN1CCN(c3cccc(Cl)c3)CC1)n2Cc1ccccc1Cl	0	-6	-25	-4	16	2	-0.7	0	5
CCOC(=O)N1CCN(C(=O)CSc2ccc3nnc(CCNC(=O)c4ccc(OC)cc4)n3n2)CC1	1	5	-1	2	-17	-2	0.3	10	-9
O=C(COc1ccc(Cl)cc1Cl)N1CCCC1	1	-7	-29	-2	12	-5	3.0	5	4
Cc1cc(C)c(NC(=O)Nc2ccc3c(c2)OCO3)c(C)c1	-2	7	8	1	-3	-5	0.7	1	5
CC(C)n1c(SCC(=O)Nc2ccccc2)nc2c1c(=O)n(C)c(=O)n2C	-3	3	7	-1	8	-8	-3.4	2	1
CCN(CC)S(=O)(=O)c1cc(C(=O)Nc2ccccn2)ccc1C	2	-5	-22	-1	10	-2	0.8	8	-1
Nc1ccc2oc(-c3cccs3)nc2c1	1	2	2	1	-14	2	-0.5	6	-1
CCOc1ccccc1NC(=O)C1CCC(=O)N1S(=O)(=O)c1ccc(C)cc1 (stereo not given)	-2	12	82*	-4	4	13	-1.0	2	6
(listing goes on)
SMILES	CHRM5 agonist	CHO-K1 Ca PAM	CRFR2-BP antag	CHRM5 PAM	TAAR1 antag	CHRM5 antagonist	CRFR2-BP ag	TAAR1 ag	M4 PAM
CCCCc1c(O)nc(SCC(=O)Nc2ccc(OC)cc2)n(-c2ccc(C)c(C)c2)c1=O	0	-10	-2	-2	-13	-7	-2.8	0	10
Oc1ccc2ccccc2c1CN1CCN(c2ccccc2)CC1	1	5	-17	1	2	5	0.2	8	0
CCOC(=O)C1CCN(C(=O)CNS(=O)(=O)c2ccc(Br)s2)CC1	1	14	-16	3	13	-8	1.2	1	7
Cc1c([N+](=O)[O-])cc(C(=O)NCc2ccc(F)cc2)cc1[N+](=O)[O-]	-2	9	-22	-3	8	-2	-3.2	9	5
Cc1nc2ccc(C(=O)N3CCN(c4ccccn4)CC3)cc2s1	0	-4	-5	3	8	-12	-0.9	1	6
CCOC(=O)C1=C(C)N(C[C@@H]2CC[C@@H](Cc3ccc4cc(OC)ccc4c3)O2)C(=O)NC1c1ccc(OC)cc1 (stereo not given in full)	-2	20	-11	-15	-2	18	3.4	0	-1
CC(=O)c1ccc(OCCCC(=O)OCC(=O)N2CCN(S(=O)(=O)c3ccc(C)cc3C)CC2)cc1	4	-3	14	-15	33	21	2.7	12	-9
O=C(c1ccc(Br)cc1)c1coc2ccc(O)cc12	-3	-10	4	-6	6	3	-1.4	-1	-7
COc1ccc(NC(=O)C/C(C)=N/NC(=O)c2ccco2)c([N+](=O)[O-])c1	-2	6	-7	1	2	-3	0.1	1	-1
CC(=O)c1c(O)cc(O)cc1O	0	6	2	4	-16	4	-0.9	0	7
CCN(CC)c1ccc(/C=N/Nc2nc(C)cc(C)n2)c(O)c1	-1	-10	-13	3	-3	-13	1.7	1	6
Cc1cccc(N2C(=O)N3[C@H](c4ccc(Br)cc4)[C@@H]4C(=O)N(C(C)(C)C)C(=O)[C@@H]4[C@]3(Cc3ccc(Cl)cc3)C2=O)c1	1	-13	-18	-1	-9	10	4.5	4	1
Cn1c(=O)c2c(ncn2CC(=O)N/N=C/c2ccco2)n(C)c1=O	0	-9	0	3	-10	1	-0.1	6	-4
NC(=O)CC(NC(=O)c1cccc(Br)c1)c1ccc(N2CCN(c3ccccn3)CC2)c([N+](=O)[O-])c1 (stereo not given)	-5	-18	10	-1	0	13	-1.9	3	-3

High-throughput results deposited in PubChem BioAssay by several laboratories.

Rows are unselected. About 4.2% of those tested had a hit in this group.
